High-throughput results as filed in PubChem BioAssay.
TcdB GH inh: inhibitors of Clostridioides difficile toxin B glycohydrolase; inhibition, % at 9.99 µM; TcdB glycohydrolase enzymatic assay, plate reader; 350,000 compounds, 0.24% hits; in the data active = inhibition above about 10%
Vc quorum ag: inducers of Vibrio cholerae quorum light production without autoinducers. V. cholerae BH1578 lux reporter, luminescence, 6 h. activation, % at 18.7 µM. 350,000 compounds, 0.16% hits; in the data active = activation mostly above about 9.7%, no sharp cut-off; note: not every result past the cut was called active; inactives centre near 0; reference of the scale not given here
FBA Mtb inh: inhibits M. tuberculosis FBA enzyme; P9WQA3; inhibition, % at 1 µM; 360,000 compounds, 2.3% hits; AID 588726; purified M. tuberculosis FBA, fluorescence read-out; in the data active = inhibition above about 27%;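 note: 0% = vehicle and 100% = reference inhibitor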
Target sequence (P9WQA3 whole entry, looked up): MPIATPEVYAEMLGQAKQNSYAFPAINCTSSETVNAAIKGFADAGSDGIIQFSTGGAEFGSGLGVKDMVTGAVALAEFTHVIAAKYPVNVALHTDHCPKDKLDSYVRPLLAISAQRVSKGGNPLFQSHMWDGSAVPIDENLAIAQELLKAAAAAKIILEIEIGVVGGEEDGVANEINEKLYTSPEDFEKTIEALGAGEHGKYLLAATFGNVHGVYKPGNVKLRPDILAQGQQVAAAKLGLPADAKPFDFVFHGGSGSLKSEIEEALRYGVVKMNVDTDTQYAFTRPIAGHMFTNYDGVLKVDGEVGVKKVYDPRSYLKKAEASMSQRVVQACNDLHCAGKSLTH
PfHsp40 rescue: rescue of PfHsp40-mediated yeast toxicity; S. cerevisiae expressing PfHsp40, growth rescue, ATP luminescence; growth rescue, % at 12.5 µM; 340,000 compounds, 0.68% hits; AID 504582; in the data active = growth rescue above about 28%, passing the limit was not always enough;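 note: yeast W303a lacking pdr1 and pdr3 grown in galactose medium; growth measured after three days at 30 °C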
FadD28 binding: M. tuberculosis FadD28 bisubstrate binding inhibition; FadD28 bisubstrate probe binding, fluorescence polarization; inhibition, % at 12.5 µM; 360,000 compounds, 0.22% hits; AID 588549; in the data active = inhibition above about 8.5%, passing the limit was not always enough
GDH-TPI counter: GDH-TPI coupled enzyme inhibition counter-screen; GDH-TPI coupled enzyme counterscreen, NADH absorbance; inhibition, % at 4.8 µM; AID 588335; 360,000 compounds, 1.2% hits; in the data active = inhibition above about 30%;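 note: 0% = DMSO wells and 100% = wells lacking the enzyme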
Y pestis TopoI: blocks Yersinia pestis topoisomerase I activity; Y. pestis Topo-I cleavage product accumulation, plate reader; activity, % at 10 µM; 360,000 compounds, 0.064% hits; AID 504884; in the data active = activity above about 50%, passing the limit was not always enough; note: inactives centre near 2
Mtb BioA inh: BioA (M. tuberculosis) enzyme inhibition. inhibition, % at 9.99 µM. purified M. tuberculosis BioA enzyme, plate reader. 360,000 compounds, 0.096% hits; in the data active = inhibition above about 40%
UGM FP inh: Mtb UDP-galactopyranose mutase inhibition; P9WIQ1; purified UGM, fluorescence polarization probe displacement; inhibition, % at 10 µM; 320,000 compounds, 0.06% hits; AID 504406; in the data active = inhibition above about 10%, passing the limit was not always enough
Target sequence (P9WIQ1 whole entry, looked up): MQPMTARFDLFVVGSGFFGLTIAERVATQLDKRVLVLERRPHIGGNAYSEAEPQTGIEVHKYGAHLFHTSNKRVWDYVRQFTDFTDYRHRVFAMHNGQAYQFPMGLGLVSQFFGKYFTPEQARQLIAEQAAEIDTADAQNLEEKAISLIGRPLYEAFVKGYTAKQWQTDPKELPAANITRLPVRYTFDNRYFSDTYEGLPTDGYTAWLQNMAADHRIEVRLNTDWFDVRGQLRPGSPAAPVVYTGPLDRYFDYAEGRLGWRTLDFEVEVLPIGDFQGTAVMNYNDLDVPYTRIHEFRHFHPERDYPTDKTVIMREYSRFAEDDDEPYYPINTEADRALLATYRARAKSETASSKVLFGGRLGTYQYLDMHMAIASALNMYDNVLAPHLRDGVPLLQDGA
* hit, by the source's call; i = inactive; . = no result given.

Start of the data: the first 3 entries, to show the layout:
SMILES	TcdB GH inh	Vc quorum ag	FBA Mtb inh	PfHsp40 rescue	FadD28 binding	GDH-TPI counter	Y pestis TopoI	Mtb BioA inh	UGM FP inh
CCOc1cc(Br)c(C(=O)O)cc1OC	.	-1.0	3.1	0.5	-1.4	14.0	-5.3	-1.9	0.6
Cc1ccc(/C=N/NC(=O)CCCOc2ccc(Cl)cc2Cl)cc1[N+](=O)[O-]	.	-0.3	-1.9	-0.1	0.1	3.5	14.2	.	-0.2
CCOC(=O)c1ccc(S(=O)(=O)N2CCC(C(=O)NCC3CCCCC3)CC2)cc1	-0.3	i	-0.1	0.0	0.5	0.0	3.0	-1.2	2.4

This part in full, from the first entry:
SMILES	TcdB GH inh	Vc quorum ag	FBA Mtb inh	PfHsp40 rescue	FadD28 binding	GDH-TPI counter	Y pestis TopoI	Mtb BioA inh	UGM FP inh
CCOc1cc(Br)c(C(=O)O)cc1OC	.	-1.0	3.1	0.5	-1.4	14.0	-5.3	-1.9	0.6
Cc1ccc(/C=N/NC(=O)CCCOc2ccc(Cl)cc2Cl)cc1[N+](=O)[O-]	.	-0.3	-1.9	-0.1	0.1	3.5	14.2	.	-0.2
CCOC(=O)c1ccc(S(=O)(=O)N2CCC(C(=O)NCC3CCCCC3)CC2)cc1	-0.3	i	-0.1	0.0	0.5	0.0	3.0	-1.2	2.4
O=C1CN=C(c2ccc(Cl)cc2)c2oc3ccccc3c2N1	-0.6	i	1.3	.	-0.2	4.4	15.6	-2.9	1.1
Cc1cc(C)n2nc(SCC(=O)NCc3ccco3)nc2n1	.	-0.4	-0.4	0.0	0.5	-8.9	4.0	.	4.1
O=C(Nc1ccccc1)C(=O)c1c[nH]c2ccccc12	0.5	-0.9	-1.6	0.5	-3.7	5.5	-1.3	-1.0	-1.0
CCOC(=O)/C(C#N)=C/c1cn(CCC(=O)O)nc1-c1ccc(Cl)cc1	1.0	-0.2	4.7	1.6	-0.7	29.6	3.1	.	3.1
O=C(CC1SC(=O)N(Cc2ccc(Cl)cc2)C1=O)Nc1nccs1 (centres undefined)	-5.0	-0.2	-0.1	-0.4	0.7	11.1	9.8	-2.0	3.9
CCN1C(=O)CC(N2CCC(c3nc4ccccc4[nH]3)CC2)C1=O (centres undefined)	0.2	-0.2	0.9	-0.7	-1.8	7.3	1.3	.	1.0
COCCNC(=O)CN1C(=O)NC(c2ccccc2)(c2ccccc2)C1=O	1.0	-0.1	5.5	0.9	-0.8	3.1	-3.8	-1.0	0.3
O=C(c1ccccc1C(=O)N1CCN(c2ccccc2)CC1)N1CCN(c2ccccc2)CC1	.	0.7	0.4	-0.6	-0.6	-2.8	14.9	.	2.1
CCOc1ccc(C(=O)C(c2ccccc2)N2CCOCC2)cc1 (centres undefined)	.	-0.6	-2.1	-0.5	1.6	0.0	1.1	-2.0	1.0
CCOC(=O)N1CCC(Nc2c(NCCN3CCN(Cc4ccccc4)CC3)c(=O)c2=O)CC1	3.0	-0.2	1.2	-1.5	1.1	-3.1	5.0	.	-2.3
O=C(NCc1cccnc1)Nc1cccc(NC(=O)NCc2cccnc2)c1	.	i	-0.9	-0.7	-0.4	6.5	1.5	-8.5	-1.1
CC(=O)Oc1ccc(C(=O)Nc2cccnc2)cc1	1.0	-0.8	-2.8	-0.3	-0.6	11.6	-5.4	3.0	0.7
CCOC(=O)c1cccc(NC(=O)N2CCOCC2)c1	-1.6	-0.2	0.4	0.9	-2.9	1.9	-0.4	-1.2	0.8
O=C(Nc1nccs1)c1sc2ccccc2c1Cl	.	6.2	1.7	1.8	-1.6	24.3	-9.8	-0.9	0.4
COc1ccc(-c2noc(-c3cccc(Cl)c3)n2)cc1OC	.	i	-1.7	-0.2	0.2	3.7	-2.1	-2.0	-1.4
CN(CC(=O)Nc1cc(S(=O)(=O)N2CCCCCC2)ccc1Cl)Cc1ccc2c(c1)OCO2	-1.1	-0.6	-4.0	1.2	-1.2	3.5	41.2	0.1	1.5
CCN(CCCNC(=O)C1CCC(=O)N1Cc1ccccc1Cl)c1cccc(C)c1 (centres undefined)	.	i	1.2	-0.3	-1.4	2.5	9.8	1.0	-2.5
CC(=O)Nc1ccc2c(c1)OCCO2	.	1.4	4.0	-0.3	-2.5	4.8	-8.3	.	2.4
O=[N+]([O-])c1ccccc1S(=O)(=O)N/C(=N/S(=O)(=O)c1ccccc1)c1ccccc1	3.4	i	0.1	0.8	0.2	16.8	11.8	-0.2	-3.9
O=c1oc(C2(O)CCCCC2)cc2ccc(Br)cc12	1.8	i	7.5	-0.3	-0.1	15.9	5.6	-0.1	0.3
CC(=O)C1=C(C)NC(SCC(N)=O)=C(C#N)C1c1cccnc1 (centres undefined)	.	-4.2	3.0	-0.5	0.5	8.7	-3.4	-1.1	-2.4
Fc1ccc(Nc2nnc(C(F)(F)F)s2)cc1Cl	2.8	i	-0.9	148.9*	-3.2	9.0	-5.5	5.9	1.8
Cc1ccc(C(=O)Nc2nnc(-c3ccco3)o2)cc1	0.6	-0.2	-3.0	-1.0	-1.1	13.3	-5.2	0.1	-0.8
O=C(Nc1ccccc1Cl)c1ccccc1Cc1ccccc1	.	i	0.4	-0.6	-3.7	3.2	8.1	.	-1.7
C/C(=N\Nc1ccc(S(N)(=O)=O)cc1[N+](=O)[O-])c1ccc2c(c1)OCO2	1.5	-0.6	-3.1	-0.4	1.0	26.8	-3.0	-0.4	.
COc1ccc(C[C@@H]2OC3(C=CC(=O)C=C3)O[C@H]2Cc2ccc(OC)cc2)cc1	.	.	-1.1	3.1	-8.2	-8.7	26.3	.	.
Cc1cc(=O)n2[nH]c(SCc3ccccc3)nc2n1	.	-0.2	-1.4	-1.2	-3.9	-15.1	-3.1	-0.6	0.6
COc1ccc(CCNC(=O)CN2CCN(Cc3ccccc3F)C2=O)cc1OC	0.3	-0.6	-2.1	0.4	-0.3	14.8	-0.4	-0.8	-1.2
NC(=O)c1ccsc1NC(=O)CSc1ncnc2sccc12	-0.3	i	-2.6	0.8	-8.7	4.4	-10.7	4.0	0.1
Cc1ccccc1N(CC(=O)Nc1ccc(S(=O)(=O)N2CCOCC2)cc1)S(C)(=O)=O	0.1	-0.3	4.2	-0.3	-0.3	3.9	-6.3	.	-0.5
CC(CC(=O)NCc1ccc(F)cc1)c1ccccc1 (centres undefined)	0.6	-7.7	0.9	1.1	-1.0	6.9	7.4	-0.5	-1.2
COc1ccc(/C=C(/C#N)S(=O)(=O)c2ccc(C)cc2)cc1	.	-0.4	0.8	4.7	-0.8	16.4	-2.9	-1.9	-2.6
COc1ccc(Cl)cc1NC(=O)CN(C)C(=O)CN1C(=O)NC(C)(c2ccc3ccccc3c2)C1=O (centres undefined)	1.6	-0.8	-3.2	1.7	-3.6	-2.7	9.6	-1.7	.
CCOc1ccc(Br)cc1S(=O)(=O)Nc1ccc(NC(=O)c2ccccc2F)cc1	0.6	-0.2	0.8	0.4	-1.8	-1.1	3.9	.	1.8
CCN1CCN(S(=O)(=O)Cc2ccccc2)CC1	.	i	0.5	0.1	-2.8	3.2	4.3	-2.9	-1.7
CCCc1cc(C(=O)Nc2cccc(C(C)=O)c2)no1	1.6	i	-1.9	-0.1	-4.2	-1.9	-4.6	-0.7	0.3
COc1cccc(CN2CCc3[nH]c(=S)[nH]c(=O)c3C2)c1	0.8	i	1.0	-1.4	.	8.6	6.8	0.1	3.8
Cc1cc(-c2nnc(SCC(=O)Nc3cccc(C)c3C)n2N)n[nH]1	0.2	i	1.0	0.7	-3.7	0.0	2.3	14.5	-0.1
CCOC(=O)COc1ccc2c(c1)C(=O)CC1(CCCCC1)O2	.	-0.5	53.2*	1.0	-2.0	23.8	1.4	.	0.1
NCCc1nnc(SCC(=O)c2ccc(Cl)cc2)o1	0.3	i	-0.9	0.9	-5.1	-7.2	-13.8	.	3.7
CCOC(=O)c1ccc(NS(=O)(=O)c2ccc(SC)cc2)cc1	.	-0.3	-1.5	24.1	-3.3	-6.4	3.7	4.7	1.6
O=C(CSc1nnc(-c2ccccc2)o1)N1CCCC1	0.9	i	0.2	0.9	-1.1	4.5	-0.3	4.0	0.1
CCCCn1c(N)c(N(CCOC)C(=O)C2CCCN(C(=O)c3ccc(Cl)cc3)C2)c(=O)[nH]c1=O (centres undefined)	0.4	-0.7	-0.6	-0.6	-2.9	-2.9	-1.2	.	1.4
COc1cc2oc(=O)cc(-c3ccc(-c4ccc(C#N)cc4)cc3)c2c(OC)c1OC	-6.3	-1.5	2.0	-1.0	-1.0	10.0	-0.1	-0.4	.
CN1C(=O)CCC2(C)C1=CCC1C2CCC2(C)C1CCC2(C)O (centres undefined)	2.3	-6.8	1.1	-1.2	-1.2	-9.1	-2.2	-0.4	.
Cc1ccc(CN2CCN(Cc3cnc(N4CCOCC4)s3)CC2CCO)o1 (centres undefined)	-1.2	-0.3	-4.5	0.3	-4.1	2.7	-3.2	.	-1.1
CCCc1cc(C(=O)NNC(=S)NCc2ccccc2)cs1	.	-0.2	1.1	8.2	-0.5	-1.9	-0.2	3.4	3.2
COc1ccc(-n2c(SCC(=O)N(C)C3CCS(=O)(=O)C3)nc3ccc(O)cc3c2=O)cc1OC (centres undefined)	3.1	i	3.4	-0.7	-2.5	2.6	-8.7	4.4	-5.6
S=C(Nc1cccc(Cl)c1Cl)Nn1cnnc1	.	-0.2	4.7	0.1	0.0	9.3	5.1	.	3.2
NC(=O)C1CCN(Cc2cccc(OCc3ccccc3)c2)CC1	1.1	-0.5	1.8	-2.8	-1.7	3.7	10.0	3.2	-0.5
CCCc1nnc(SCC(=O)Nc2ccccc2Cl)n1CC1CCCO1 (centres undefined)	1.2	-0.2	0.3	0.2	-1.6	5.0	-1.2	-1.6	0.8
O=C(CNC(=O)C1CCCCC1)Nc1ccccc1Cl	.	-0.2	0.6	-0.6	-0.4	-0.4	-1.2	.	2.5
Cn1c(SCc2ccc([N+](=O)[O-])cc2)nnc1-c1ccncc1	1.1	0.6	-0.8	0.0	-3.1	-3.8	4.0	7.2	-1.4
Cc1ccc(N(CC(=O)N2CCc3ccccc32)S(=O)(=O)c2cccs2)cc1	.	i	2.1	0.2	-4.1	7.5	-1.8	.	3.1
Cc1n[nH]c(=O)c2c(NC(=O)CSc3nnc(-c4ccncc4)n3C)oc(C)c12	2.7	0.0	-2.3	0.0	-3.5	6.1	3.0	1.2	1.7
NC(=O)C1CCN(c2nc(-c3ccccc3N)cs2)CC1	.	0.8	-1.2	-1.2	-2.8	-0.9	-12.3	2.6	-3.1
Cc1ccc(S(=O)(=O)NC(=NC2CCCCC2)c2ccc(Cl)cc2)cc1	.	i	-1.0	-1.4	-2.8	-8.8	3.8	-1.4	0.2

Filtered by structure, those above with a COOH group
SMILES	TcdB GH inh	Vc quorum ag	FBA Mtb inh	PfHsp40 rescue	FadD28 binding	GDH-TPI counter	Y pestis TopoI	Mtb BioA inh	UGM FP inh
CCOc1cc(Br)c(C(=O)O)cc1OC	.	-1.0	3.1	0.5	-1.4	14.0	-5.3	-1.9	0.6
CCOC(=O)/C(C#N)=C/c1cn(CCC(=O)O)nc1-c1ccc(Cl)cc1	1.0	-0.2	4.7	1.6	-0.7	29.6	3.1	.	3.1

(further entries)
SMILES	TcdB GH inh	Vc quorum ag	FBA Mtb inh	PfHsp40 rescue	FadD28 binding	GDH-TPI counter	Y pestis TopoI	Mtb BioA inh	UGM FP inh
COC(=O)COc1ccc(C2Nc3c(Cl)ccc(C(=O)O)c3C3C=CCC32)cc1 (centres undefined)	0.5	-0.5	0.2	0.4	2.0	-1.6	0.2	.	1.7
O=C(CCc1ccccc1)NC(NC(=S)Nc1ccc(Cl)cc1)C(Cl)(Cl)Cl (centres undefined)	.	-0.9	-6.5	0.7	-0.4	12.8	-11.7	-2.2	-3.0
COc1ccc(C(=O)N/N=C/c2ccc3cccc(O)c3n2)cc1	1.2	-0.2	-1.1	0.6	-2.6	32.7*	-0.8	.	2.2
COc1ccc(CC(=O)O/N=C(\N)Cc2ccc([N+](=O)[O-])cc2)cc1	2.0	0.8	-0.2	0.5	-2.4	7.3	-5.6	1.9	-1.1
COc1ccc(Nc2nc(N)nc(CCl)n2)cc1	1.0	-0.6	5.8	1.1	-0.7	-2.3	-4.3	-0.5	0.2
COc1c(Cl)cc(Cl)cc1C(=O)Nc1ccc(CN2CCOCC2)cc1	0.3	4.6	0.2	1.6	-0.7	1.5	5.6	0.2	0.8
CCOc1ccc(OCCOc2ccc(/C=C/C(=O)O)cc2OCC)cc1	0.8	-0.4	-1.4	-1.4	-2.2	6.2	-5.4	-0.9	0.4
